# HT1080-NT tox = kills 2HG-producing HT-1080-NT fibrosarcoma cells; actives 1.6% (n = 360,000); Potency, µM (titrated, usually from 46.1 µM), without a hit: at the highest dose activity, negative = less viability, most hits filed as cytotoxic; HT-1080-NT fibrosarcoma viability, CellTiter-Glo ATP luminescence, 48 h; AID 686970;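 also: NT is the 2HG producing partner of a matched IDH1 knockdown line; potency is read from the fitted curve at half-maximal effect; 0% = DMSO-treated cells and -100% = media-only wells without cells; nearly all actives have a fitted effect of over 55% in size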
#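 Viability by CellTiter-Glo luminescence after 48 h compound exposure at 37C of HT-1080-NT cells (750/well, RPMI, 5% FBS). % activity scaled between DMSO wells and medium-only wells, then curve-fitted and categorized by curve class.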
# SW480 rereplic = inducers of DNA re-replication in SW480 colon cancer cells. SW480 DNA re-replication, Hoechst DNA content imaging, 48 h. Potency, µM (top dose mostly 46.1 µM), without a hit: top-dose re-replication activation, usual class: activators. actives 1.8% (n = 340,000). AID 624297; also: potency is read from the fitted curve at half-maximal effect; % of control where 0% means no effect; nearly all actives have a fitted effect of over 55% in size
#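 Per well, 250 cells were exposed to pinned compound for 48 hr. Nuclear DNA was visualised with Hoechst (40 min, 37 C) and total object intensity recorded by fluorescence scanning.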
# IL1B secr inh = inflammasome signaling inhibition, IL-1 beta readout; activity change, % at 57.5 µM; actives 4.7% (n = 360,000); THP-1 LPS/ATP IL-1B secretion, AlphaLISA, 16 h; stronger effect = lower value; in the data active = activity change below about -50%; inconclusive = mostly about -30% to -49%; also: % is scaled to controls: 0 for no effect and ±100 for the full control effect
#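 Secreted IL-1B measured by AlphaLISA bead assay after 16 h compound exposure of THP-1 cells; compounds (final up to 57.5 uM) added 1 h before LPS (250 ng/mL) and ATP (1.25 mM) stimulation; lower signal means less secretion.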
# DRD3 antagonist = antagonists of human D3 dopamine receptor | actives 2.5% (n = 360,000) | D3R cells, DiscoveRx beta-arrestin luminescence, antagonist mode; stronger effect = lower value | max response, negative = inhibition, % | AID 652054 | P35462; in the data active = max response below about -50%; inconclusive = no clear call, values can overlap the other calls; also: % is scaled to controls: 0 for no effect and ±100 for the full control effect; mostly tested at two doses, the higher about 12 µM
# Target sequence (P35462 whole entry, looked up): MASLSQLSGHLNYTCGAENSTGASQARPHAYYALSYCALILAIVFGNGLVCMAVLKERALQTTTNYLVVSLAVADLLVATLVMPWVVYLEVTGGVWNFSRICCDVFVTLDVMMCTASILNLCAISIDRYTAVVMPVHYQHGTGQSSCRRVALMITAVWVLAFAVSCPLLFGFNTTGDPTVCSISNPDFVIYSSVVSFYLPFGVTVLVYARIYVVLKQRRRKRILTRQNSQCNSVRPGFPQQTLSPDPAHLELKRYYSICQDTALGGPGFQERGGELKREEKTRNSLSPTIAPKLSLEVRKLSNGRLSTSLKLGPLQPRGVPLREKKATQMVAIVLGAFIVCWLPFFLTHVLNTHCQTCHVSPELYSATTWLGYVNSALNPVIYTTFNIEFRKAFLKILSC
#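 Cells plated overnight at 1500 cells/well, then exposed to library compounds with dopamine controls for 90 minutes at 37 degrees C. DiscoveRx reagent added for 30–60 minutes at room temperature; luminescence read, quantitative HTS format.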
# HT1080 IDH1KD tx = HT-1080 IDH1 knockdown cell toxicity (counter line); AID 686971; HT-1080 IDH1 knockdown viability, ATP luminescence, 48 h; actives 2% (n = 360,000); Potency, µM (series often up to 46.1 µM), for the others: at the top dose activity, negative = toxicity, usual class: cytotoxic;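 also: potency is read from the fitted curve at half-maximal effect; 0% = DMSO wells and -100% = cell-free medium wells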
#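 IDH1KD HT-1080 cells, 750/well, RPMI + 5% FBS; compound pinned after 2 h settling; 48 h, 37 °C; CellTiter-Glo luminescence; % activity normalised to DMSO and no-cell wells; curves fitted, classed by r2 and efficacy.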
# KB-V1 cytotox = KB-V1 MDR subline cytotoxicity | KB-V1 MDR cells viability, CellTiter-Glo, 72 h | Potency, µM (doses to about 46.1 µM), for the others: at the top dose activity change, negative = cytotoxicity, usual class: cytotoxic | actives 3.4% (n = 400,000) | AID 1347076; also: potency is read from the fitted curve at half-maximal effect; % is scaled to controls: 0 for no effect and ±100 for the full control effect; nearly all actives have a fitted effect of over 60% in size
#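 Compound-treated KB-V1 multidrug-resistant cells, 72 h, 37 degrees C; viability by CellTiter-Glo. Fitted qHTS curves give the values.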
# GLP-1R agonist = GLP-1 receptor (human) agonism | P43220 | HEK293 GLP-1R CRE-luciferase, luminescence, 4-6 h; cells express a hypersensitive GLP-1R form | Potency, µM (top dose mostly 45.6 µM), for inactives: at the highest dose activation, actives largely listed as activators | actives 0.007% (n = 380,000); also: potency is read from the fitted curve at half-maximal effect; % of control where 0% means no effect
# Target sequence (P43220 whole entry, looked up): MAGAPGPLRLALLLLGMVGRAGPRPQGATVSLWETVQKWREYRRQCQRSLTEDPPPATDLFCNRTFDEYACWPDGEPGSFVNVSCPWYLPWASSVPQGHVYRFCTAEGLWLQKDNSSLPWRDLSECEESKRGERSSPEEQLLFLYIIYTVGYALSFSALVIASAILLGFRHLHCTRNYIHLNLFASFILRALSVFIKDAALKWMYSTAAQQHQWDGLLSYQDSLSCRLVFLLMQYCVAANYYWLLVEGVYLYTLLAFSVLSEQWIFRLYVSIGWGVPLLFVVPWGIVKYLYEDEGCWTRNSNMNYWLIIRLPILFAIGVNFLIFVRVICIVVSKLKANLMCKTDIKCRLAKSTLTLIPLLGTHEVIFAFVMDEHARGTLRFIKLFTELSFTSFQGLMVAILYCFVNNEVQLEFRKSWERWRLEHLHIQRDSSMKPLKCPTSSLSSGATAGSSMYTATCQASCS
# KB-3-1 tox = KB-3-1 parental cell cytotoxicity. KB-3-1 viability, CellTiter-Glo ATP luminescence, 72 h. Potency, µM (titrated, usually from 46.1 µM), without a hit: at the highest dose activity change, negative = cytotoxic, usual class: cytotoxic. actives 1.4% (n = 400,000); also: potency is read from the fitted curve at half-maximal effect; % is scaled to controls: 0 for no effect and ±100 for the full control effect; nearly all actives have a fitted effect of over 60% in size
#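 Parental KB-3-1 viability, qHTS format: 72 h compound exposure, 37 °C; CellTiter-Glo; media-only wells and DMSO plates as controls; concentration-effect fits on corrected data.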
# D3 ag = activates the human D3 dopamine receptor. D3R DiscoveRx beta-arrestin cells, luminescence, 90 min. AID 652048. max activation, %. actives 0.58% (n = 410,000); in the data active = max activation above about 30%; also: 0% is about no effect; mostly tested at two doses, the higher about 12 µM
#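 Agonist-mode cell screen: cells plated at 1500/well and incubated overnight at 37 °C, then exposed to library compounds for 90 min at 37 °C. Detection reagent was added for 30–60 min at room temperature, and luminescence was read.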
# Starred values were filed as active, the others as inactive; i = inactive; ? = inconclusive; . = not tested or not shown; [ ] = dose if it differs, or a comment. Unless noted, calls follow the shape of the dose curve; as a rule, active = well fitted curve in the direction sought with a large enough effect; inconclusive = small, poorly fitted or top-dose-only effect, or another doubt; inactive = no such curve, though single readings can be large; an effect the other way counts as inactive or inconclusive. Compounds were not picked by outcome. Share with any hit: about 12%.
SMILES,HT1080-NT tox,SW480 rereplic,IL1B secr inh,DRD3 antagonist,HT1080 IDH1KD tx,KB-V1 cytotox,GLP-1R agonist,KB-3-1 tox,D3 ag
O=C(CSc1ccc(F)cc1)N1CCC(c2nc3ccccc3s2)CC1,-15%,5%,0,12,-19%,-20%,12%,-5%,7
Cc1ccc(CNS(=O)(=O)c2cc(Br)cc3c2N(C(=O)C2CC2)CC3)cc1,.,.,.,.,.,1%,1%,12%,-19
CC(C)CCNC(=O)C(=O)NCCC1=CCCCC1,11%,-7%,-9,22,9%,3%,6%,19%,-2
COc1ccc2[nH]c3c(c2c1)CCN1C(=O)N([C@@H](C)C(=O)NCCc2ccc(OC)c(OC)c2)C(=O)[C@]31C,1%,0%,-1,17,-1%,-3%,17%,0%,-8
Cc1cccc(C(=O)NC(=S)N(C)C2CCCCC2)c1,2%,-1%,-1,-5,-7%,-28%,-7%,-12%,-12
COc1ccc(S(=O)(=O)N2CCC(C(=O)N3CCN(c4ccccc4OC)CC3)CC2)cc1,0%,-9%,-12,-25,1%,4%,-17%,-8%,2
CCCCOc1ccc(/C=C/C(=O)Nc2ccc([N+](=O)[O-])cc2C)cc1,-7%,0%,6,7,-1%,15%,3%,-1%,5
CC(C)OC(=O)CSc1nc(C(C)C)nc2ccccc12,14%,11%,8,7,8%,12%,-2%,1%,-3
CCc1ccc(/C(C)=N/NC(=O)CNC(=O)/C=C/c2ccccc2OC)cc1,-25%,13%,-23,-6,-7%,-1%,16%,?,-13
Cc1ccc2nc(C)c3c(c2c1)OC(C(C)(Cl)Br)C3 (configuration not stated),?,4%,-8,16,-28%,?,22%,-10%,-1
CCOC(=O)C1CCN(S(=O)(=O)Cc2ccc(Cl)cc2)CC1,10%,?,15,20,6%,-15%,12%,4%,2
CCC(NC(=O)c1ccc(C#CC2(O)CCCCC2)cc1)C(=O)O (configuration not stated),13%,0%,13,-14,0%,6%,2%,0%,1
Cc1ccsc1CNCC(O)c1ccccc1 (configuration not stated),17%,-3%,-5,-9,?,4%,?,15%,-22
Cn1c(=O)c2c(nc(Br)n2CCSc2nnnn2-c2ccccc2)n(C)c1=O,-7%,-13%,19,17,-7%,?,5%,-12%,-6
CCOc1ccccc1C(=O)Nc1ccccc1O,-11%,-12%,-30,-24,-5%,-18%,15%,-2%,-3
CCCCCO,0%,-1%,-10,0,16%,7%,6%,-1%,4
O=C(NC1CC1)c1ccc(F)cc1Cl,0%,-3%,9,3,12%,22%,0%,-2%,9
CCCCN1CNC(=S)N(Cc2ccccc2)C1,7%,?,-3,6,1%,-2%,4%,8%,1
Cn1cc(SCC(=O)NCc2ccc3c(c2)OCO3)c2ccccc21,-2%,1%,-7,0,-6%,0%,5%,4%,1
Cc1onc(-c2ccccc2)c1C(=O)Nc1cccc2nsnc12,-6%,3%[9.22 µM],10,31,3%,-12%,-9%,1%,2

# Single records (already shown). Order of values: HT1080-NT tox	SW480 rereplic	IL1B secr inh	DRD3 antagonist	HT1080 IDH1KD tx	KB-V1 cytotox	GLP-1R agonist	KB-3-1 tox	D3 ag
# Cc1onc(-c2ccccc2)c1C(=O)Nc1cccc2nsnc12 in the list: -6%	3%[9.22 µM]	10	31	3%	-12%	-9%	1%	2
# Cc1ccsc1CNCC(O)c1ccccc1 (configuration not stated) in the list: 17%	-3%	-5	-9	?	4%	?	15%	-22
# Cc1ccc2nc(C)c3c(c2c1)OC(C(C)(Cl)Br)C3 (configuration not stated) in the list: ?	4%	-8	16	-28%	?	22%	-10%	-1

# More compounds follow:
SMILES,HT1080-NT tox,SW480 rereplic,IL1B secr inh,DRD3 antagonist,HT1080 IDH1KD tx,KB-V1 cytotox,GLP-1R agonist,KB-3-1 tox,D3 ag
CC(C)NC(=O)C1(C)CCCN1Cc1csc2ccccc12 (configuration not stated),-3%,.,59,-23,-1%,3%,15%,0%,-2
COCCNS(=O)(=O)c1cc(C(=O)O)ccc1OC,19%,-22%,4,8,9%,7%,-1%,20%,8
CN1/C(=C\C(=O)c2ccco2)C(C)(C)c2ccccc21,?,23µM*,?,15,10µM*,?,-7%,21µM*,-1
O=c1c(Cl)c2oc3ccccc3nc-2c2ccccc12,2%,?,-7,22,-20%,?,1%,?,11
CCCCc1ccc(/C=C(\C#N)C(N)=S)s1,-23%,-6%,-25,-2,-2%,15%,12%,6%,2
Cc1ccc(C(=O)Nc2c(N)nc(SCC(=O)NCC3CCCO3)[nH]c2=O)cc1 (configuration not stated),11%,3%,9,5,20%,5%,-9%,24%,-7
S=c1[nH]nc([C@@H]2C[C@H]2c2ccccc2)n1-c1ccccc1Cl,-9%,-10%,0,-26,-10%,-19%,0%,1%,-1
COc1ccc2c(c1)c1c(c(=O)n(-c3ccccc3C)c(=O)n1CC(N)=O)n2C,.,.,.,.,.,0%,-1%,-5%,-10
O=[N+]([O-])c1ccc(Cl)cc1N1CCCCC1,-16%,?,5,-5,-1%,0%,-3%,-1%,2
CCc1ccccc1NC(=S)N1CCNC(=O)C1CC(=O)OC (configuration not stated),21%,-12%,29,4,?,-4%,1%,5%,7
Nc1ccn([C@@H]2O[C@H](CN=C3NS(=O)(=O)c4ccccc43)[C@@H](O)[C@H]2O)c(=O)n1,4%,.,19,23,-2%,?,4%,12%,3
CCOC(=O)c1c(C)c(-c2ccccc2)n(CC(=O)Nc2ccc(OCC)cc2)c1C,.,.,.,.,.,15%,1%,4%,5
COc1ccc2nc(CNC(=O)C3CCC(=O)N(CCc4ccccc4)C3)[nH]c2c1 (configuration not stated),8%,?,i,-13,12%,-2%,-5%,16%,-1
O=C(NCc1ccco1)C(c1cccs1)N(C(=O)C1COc2ccccc2O1)c1cccc(O)c1 (configuration not stated),-18%,15%,-7,20,-19%,?,-21%,?,1
CCn1c(SCC(=O)NC(C)(C)C)nnc1-c1ccccn1,-2%,0%[9.22 µM],-22,6,4%,0%,0%,14%,-2
COc1ccc(C=O)c(-c2c(CCO)sc3ccccc23)c1,1%,.,43,7,-1%,-6%,0%,3%,6
CCc1nnc(NC(=O)CSc2sc3c(O)cc(=O)[nH]c3c2C#N)s1,1%,-11%,12,-12,1%,3%,6%,10%,0
O=S(=O)(c1ccccc1)n1nc(-c2ccccc2)nc1NCc1ccc(Cl)cc1,.,.,.,.,.,?,4%,-27%,-17
O=c1oc2ccccc2c(NCc2ccc(Cl)cc2)c1[N+](=O)[O-],0%,-1%,-26,2,-11%,?,3%,1%,1
CC(C)(C)[C@@H]1COC(=O)[C@H](Cc2ccc(F)cc2)CC/C=C\C[C@@H](CC(=O)N(CCO)Cc2ccccc2)C(=O)N1,-8%,-2%,-11,3,-1%,?,9%,?,19
CC[n+]1c(C)sc2c3ccsc3ccc21,6%,-2%,51,0,9%,1%,3%,1%,-18
COc1cccc2[nH]c3ccccc3c(=O)c12,2%,?,0,6,2%,-33%,4%,2%,7
C(=N\N1CCN(C(c2ccccc2)c2ccccc2)CC1)/c1ccc2c(c1)OCO2,15%,10%,-5,-5,9%,14%,-20%,-5%,4
O=C(Nc1ccc(N2CCOCC2)cc1)c1ccc(Cl)c(S(=O)(=O)N2CCCCC2)c1,-8%,-7%,73,25,1%,?,6%,-25%,2
COc1ccc(C(CNC(=O)COc2ccccc2C)N2CCOCC2)cc1 (configuration not stated),1%,3%,0,-2,12%,18µM*,-6%,-8%,-7
C=C(C)C1CC=C(CN2CCC(C(=O)OCC)CC2)CC1 (configuration not stated),1%[9.24 µM],0%,-11,-61*,0%,-6%,6%,2%,-51
CC1CC(NS(=O)(=O)c2cccs2)CC(C)(C)C1 (configuration not stated),-27%,-6%,1,6,-7%[9.24 µM],-25%,-1%,-6%,-8
COCCN(CCOC)C(=O)c1cc2sc3ccccc3c2s1,-3%,5%,?,-10,-2%[9.24 µM],-13%,?,-13%,0
Cc1nn(-c2ccccc2)c(Cl)c1/C=N/Nc1nnc(C)c(=O)[nH]1,-2%,4%,23,6,0%,?,0%,-1%,2
CCc1ccc(N2CC(C(=O)NCc3ccco3)CC2=O)cc1 (configuration not stated),15%,2%,0,14,21%,-3%,4%,5%,-7
O=C(COc1nsnc1N1CCOCC1)Nc1ccc([N+](=O)[O-])cc1,27%,-7%,-13,-29,11%,-14%,17%,-7%,-11
CCC(=O)N1CCC1(C)C(=O)Nc1cccc2cccnc12 (configuration not stated),11%,.,2,-12,1%,0%,10%,0%,0
COc1ccc(S(=O)(=O)N2CCOCC2)cc1C(=O)N(C)CCOc1ccc(Cl)cc1,-11%,-11%,3,-1,0%,?,5%,-24%,1
COc1ccc(NC(=O)CSc2nnnn2Cc2ccccc2)cc1,4%,-61%[inhibitor],-7,6,10%,?,0%,0%,3
Cc1ccc(/C=N/Nc2cc(C)nc(N3CCOCC3)n2)cc1,-17%,-8%,-7,11,-20%,7%,2%,-7%,3
S=C(N/N=C/c1ccccc1)N1CCOCC1,1%,?,24,-20,-9%,?,-18%,-26%,21
COc1cccc(C2C3=C(CC(C)(C)CC3=O)Nc3n[nH]c(C)c32)c1 (configuration not stated),-3%,-1%,42,-3,10%,4%,13%,3%,-4
COc1ccccc1OC(C)c1nnc(SCC(=O)Nc2c(C)n(C)n(-c3ccccc3)c2=O)n1-c1ccccc1 (configuration not stated),0%,-4%,1,10,-4%,15%,-11%,2%,4
CCc1cccc2c(=O)c(C(=O)N3CCOCC3)c[nH]c12,13%,-7%,-18,9,8%,5%,6%,8%,3
O=[N+]([O-])c1ccc(NN=Cc2cc(Br)ccc2O)nc1,7.3µM*,0.73µM*,105,?,4.6µM*,?,11%,-11%,-17
O=C(CC(NC(=O)c1ccccc1)c1ccccc1)Nc1cccc2ccccc12 (configuration not stated),1%,.,10,-3,-6%,-23%,-13%,0%,-6

# Screening data from PubChem BioAssay.
